# High-throughput results (PubChem BioAssay)
# HTR5A ag: HTR5A agonism, opioid heterodimer counter-screen | P47898 | HTR5A agonist assay, luminescence, cell-based | activation, % at 9.3 µM | 340,000 tested, 0.61% active | AID 504692; in the data active = activation mostly above about 9.5%, no sharp cut-off; inactive = mostly below about 7.6%;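 note: 0% = cells with vehicle only and 100% = reference agonist; strong numbers were not always called active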
# Target sequence (P47898 whole entry, looked up): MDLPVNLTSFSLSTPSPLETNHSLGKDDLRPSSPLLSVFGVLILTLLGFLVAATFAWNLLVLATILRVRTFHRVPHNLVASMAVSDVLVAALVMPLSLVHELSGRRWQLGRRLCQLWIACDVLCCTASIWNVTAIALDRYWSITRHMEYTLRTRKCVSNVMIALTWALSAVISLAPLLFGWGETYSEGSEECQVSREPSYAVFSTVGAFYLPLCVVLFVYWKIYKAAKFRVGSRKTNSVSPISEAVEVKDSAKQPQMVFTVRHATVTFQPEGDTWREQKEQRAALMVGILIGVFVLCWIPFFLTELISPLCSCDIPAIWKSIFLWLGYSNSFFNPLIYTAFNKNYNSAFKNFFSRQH
# PKA-R2B activ: PKA-R2B complex activation. P22694+P31323. PKA-R2B holoenzyme dissociation, Cy5-IP20 fluorescence polarization; R2B truncated from residue 108, S112A mutant; 0% DMSO only, 100% 113 µM cGMP. activation, % at 11.4 µM. 340,000 tested, 0.079% active. AID 504700;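 active = activation above a cutoff set at the mean over all compounds plus 3 SD, cut at about 18% in these data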;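 note: higher means more holoenzyme dissociation and a rise in polarization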
# Target sequence (P31323 whole entry, looked up, other chains not shown, the tested form may be a part): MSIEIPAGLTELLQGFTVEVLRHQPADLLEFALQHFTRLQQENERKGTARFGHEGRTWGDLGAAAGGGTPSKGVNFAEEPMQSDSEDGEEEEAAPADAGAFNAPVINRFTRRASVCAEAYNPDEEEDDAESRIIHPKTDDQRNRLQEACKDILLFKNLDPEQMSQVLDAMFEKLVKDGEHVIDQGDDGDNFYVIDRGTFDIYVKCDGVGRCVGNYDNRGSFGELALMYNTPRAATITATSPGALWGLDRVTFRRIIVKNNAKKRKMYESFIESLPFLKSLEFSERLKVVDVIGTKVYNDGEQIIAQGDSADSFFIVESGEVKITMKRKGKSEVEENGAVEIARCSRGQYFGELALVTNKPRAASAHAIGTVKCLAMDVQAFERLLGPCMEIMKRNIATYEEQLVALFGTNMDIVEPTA
# Mot1-301 SUMO: inhibitors of SUMOylation pathway: yeast Mot1-301 growth rescue; S. cerevisiae Mot1-301 growth rescue, ATP luminescence, 38.5C; percent above DMSO median, 100 means doubled; growth rescue, % at 18.8 µM; 320,000 tested, 1% active;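 active = every valid replicate shows activation above 250% relative to neutral control wells; inactive = the rest, any valid replicate at or below 250%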;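 note: OY570 slx delta 5 strain wells were the positive control but not used for scaling; some compounds called inactive have numbers as strong as hits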
# Ecoli viability: bacterial growth inhibition, counter-screen for AddAB inhibitors; inhibition, % at 11.9 µM; 330,000 tested, 0.27% active; E. coli V3065 growth, OD600 absorbance, 18 h; AID 449728;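 active = inhibition above the campaign's mean inhibition across all tested compounds plus 3 SD, cut at about 9.9% in these data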;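 note: uninfected addAB+ strain grown without phage in ampicillin broth; 0% = DMSO wells and 100% = ciprofloxacin 0.95 µg/ml wells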
# PKA-R1A activ: PKA-R1A complex activation | P00514+P68181 | PKA-R1A dissociation, Cy5-IP20 fluorescence polarization; scaled: DMSO 0%, 113 µM cGMP 100% | activation, % at 11.4 µM | 340,000 tested, 0.083% active | AID 504707;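 active = percent activation above the mean of all tested compounds plus 3 SD, cut at about 19% in these data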;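 note: higher means more PKAc released from R1A so a rise in polarization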
# HTR5A inv ctr: HTR5A inverse agonism, opioid heterodimer counter-screen. AID 504634. inhibition, % at 9.3 µM. 340,000 tested, 0.083% active. HTR5A cell line, luminescence; in the data active = inhibition mostly above about 23%, no sharp cut-off; inactive = mostly below about 18%;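 note: 0% = cells with DMSO and 100% = no-cell wells with DMSO; some compounds called inactive have numbers as strong as hits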
# phage Ecoli inh: E. coli growth loss with phage present. growth absorbance. inhibition, % at 11.9 µM. 360,000 tested, 0.26% active. AID 651602; in the data active = inhibition above about 11%
# AddAB inh: less growth of phage-infected E. coli with AddAB; inhibition, % at 11.9 µM; 330,000 tested, 0.29% active; AID 435030; E. coli expressing H. pylori AddAB, absorbance growth; in the data active = inhibition above about 12%;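 note: 0% = vehicle wells of infected cells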
# Tat export inh: blocks Tat-dependent protein export in E. coli. 340,000 tested, 0.036% active. AID 488895. E. coli MC4100 TorA-mCherry Tat export, fluorescence. inhibition, % at 10 µM;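 active = mean replicate inhibition at least 50% and at least half of replicates individually reaching 50%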;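 note: exported cargo escapes ClpAP degradation while cytoplasmic cargo is degraded and loses fluorescence; 0% = median of neutral control wells and 100% = median of NaSCN control wells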
# DAGLB inh: blocks human DAGLB lipase activity. HEK293T DAGLB membrane lysate, EnzChek fluorogenic substrate. inhibition, % at 5.17 µM. 340,000 tested, 0.059% active; in the data active = inhibition above about 34%;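 note: 0% = enzyme with vehicle and 100% = wells lacking enzyme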
# CDK5 inh: CDK5/p35 (human) kinase inhibition. Q00535+Q15078. Recombinant CDK5/p35, ADP-Glo luminescence, 60 min. inhibition, % at 10 µM. 330,000 tested, 0.01% active. AID 488839;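 active = highest replicate inhibition of at least 50% and at least 75% of replicates reaching 50%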;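 note: plate controls were DMSO neutral control for no effect and GW8510 at 10 µM for full effect; many of its hits are not listed in these tables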
# * = called active by the depositor; . = not tested or not shown; + = active, no number.
SMILES,HTR5A ag,PKA-R2B activ,Mot1-301 SUMO,Ecoli viability,PKA-R1A activ,HTR5A inv ctr,phage Ecoli inh,AddAB inh,Tat export inh,DAGLB inh,CDK5 inh
CCOC(=O)N1CCC(NC(=O)c2cccnc2SC)CC1,0,-4,17,1.0,0,0,0.0,0.9,-15,-1,0.6
Cc1ccc2nc(C(=O)N3CCc4c([nH]c5ccccc45)C3c3ccccn3)cn2c1 (stereo not drawn),-8,-10,-5,-0.5,-6,0,2.4,0.4,10,4,-1.9
CCOC(=O)C1C(=O)NC(c2ccccc2)=NC1c1ccc(C(C)C)cc1 (stereo not drawn),5,7,642,-1.2,-6,12,1.2,2.9,21,-1,-1.5
N#Cc1ccc(/C=C/C(=O)c2ccccc2)cc1,-1,4,15,-2.0,3,3,1.4,-0.5,4,0,-0.2
O=c1cc(CN2CCN(S(=O)(=O)/C=C/c3ccccc3)CC2)c2ccc(O)cc2o1,-1,-1,12,2.4,3,3,4.1,4.1,8,-1,-1.0
COC(=O)c1ccc(C(=O)Nc2ccc3nc(-c4cccnc4)[nH]c3c2)cc1,-5,4,-6,-1.5,-6,7,1.4,3.1,7,0,3.5
Cc1cccc(-c2nc(CSCC(=O)NCc3cccs3)c(C)o2)c1,7,1,-7,0.3,-2,10,3.1,-0.7,-3,-8,-0.5
Cc1nc(CNS(=O)(=O)c2ccc3c(c2)CCCC3)cs1,0,-3,0,0.3,-3,-12,3.1,-3.0,4,0,-0.3
COC(=O)c1ccc(NC(=O)CCN2CCN(Cc3ccccc3)CC2)cc1,3,-2,99,0.0,3,-21,1.4,-0.1,-1,1,0.5
CCOC(=O)c1sc(NC(=O)CSc2nc3c(c(=O)n2-c2ccc(C)cc2)SCC3)c(C(=O)OCC)c1C,7,-5,-29,1.3,-8,-22,3.0,-1.7,-6,-1,0.5
NNC(=O)c1nc(Cl)c(Cl)c(N)c1Cl,-5,1,-12,0.0,4,14,-2.7,1.0,-1,0,-0.6
Cc1ccccc1SCC(=O)OCC(=O)N1CC(=O)Nc2ccccc21,2,-18,-8,0.2,-15,-13,2.1,-1.0,9,0,-0.6
c1ccc(-c2noc(-c3cccnc3)n2)nc1,-2,-15,-17,-4.6,4,-20,3.3,-2.1,-7,-1,5.2
COc1ccc(C(=O)N(c2ccc(OC)cc2)S(=O)(=O)c2cccs2)cc1,-4,-2,34,-1.2,-2,-19,1.1,1.9,4,-1,1.2
NS(=O)(=O)c1ccc(CCNC(=O)COC(=O)/C=C/c2ccc(OC(F)F)cc2)cc1,2,-5,.,.,-5,-5,3.6,.,-8,2,-0.9

# 2 neighbouring compounds from above:
SMILES,HTR5A ag,PKA-R2B activ,Mot1-301 SUMO,Ecoli viability,PKA-R1A activ,HTR5A inv ctr,phage Ecoli inh,AddAB inh,Tat export inh,DAGLB inh,CDK5 inh
COc1ccc(C(=O)N(c2ccc(OC)cc2)S(=O)(=O)c2cccs2)cc1,-4,-2,34,-1.2,-2,-19,1.1,1.9,4,-1,1.2
NS(=O)(=O)c1ccc(CCNC(=O)COC(=O)/C=C/c2ccc(OC(F)F)cc2)cc1,2,-5,.,.,-5,-5,3.6,.,-8,2,-0.9

# Next section.
SMILES,HTR5A ag,PKA-R2B activ,Mot1-301 SUMO,Ecoli viability,PKA-R1A activ,HTR5A inv ctr,phage Ecoli inh,AddAB inh,Tat export inh,DAGLB inh,CDK5 inh
COc1cccc(CNn2cnnc2)c1O,3,-6,15,2.4,-2,7,2.0,-0.9,-1,0,0.7
COCCN(C(=O)C(C)C)c1nnc(-c2ccc(C)cc2)s1,-3,-1,1,-2.6,4,-13,1.5,-2.5,-4,-1,0.8
O=S(=O)(c1cccs1)n1nnc2ccccc21,2,13,.,-0.8,-3,0,-3.0,-0.2,0,5,-0.5
CN(C)c1ccc(/C=C/C(=O)c2ccc3c(c2)OCCO3)cc1[N+](=O)[O-],-2,-5,-25,-0.1,-8,0,5.1,-0.9,-11,10,-1.2
CCOC(=O)c1c(C)c(C(=O)N2CCN(c3ccc(F)cc3)CC2)c(C)n1C,-1,2,20,1.1,-2,3,5.0,-0.2,-5,-1,1.0
COc1ccc(C)cc1C(=O)CCC(=O)NC1CCCCC1,10,-4,-9,-1.1,-8,-16,0.5,2.8,2,-8,-1.2
CC(C)(C)OC(=O)N1CCC[C@H]1C(=O)NCC1CCC(C(=O)O)CC1 (stereo partly drawn),-5,-13,-9,0.6,-3,7,1.3,3.4,8,1,-0.7
NS(=O)(=O)c1ccc(CCNCC(=O)NC2CC2)cc1,-1,-11,-12,1.3,-10,3,-1.2,0.8,18,3,-3.2
CCO[C@@H]1OC(C(=O)N2CCOCC2)=C[C@H](c2ccc(Br)cc2)[C@H]1CCCO,-6,2,0,2.1,-7,-31,2.5,2.4,-6,-4,0.1
CCCNc1c(NC(C)=O)c(=O)oc2ccccc12,1,-8,-7,2.3,-1,-1,2.8,4.1,-14,0,-0.2
Cc1csc(=O)n1CC(=O)OCC(=O)NCc1ccc(F)cc1,-2,3,82,-2.2,5,6,3.8,0.5,5,-2,-0.3
COc1ccc(OC)c2c(N)c(C#N)c(C(F)(F)C(F)(F)F)nc12,-2,-15,790*,1.8,-6,26,-0.2,-1.1,1,0,-1.4
CCC(=O)Oc1oc(-c2ccccc2)nc1C=Nc1ccccc1OC,0,-3,8,0.9,-15,8,1.1,1.4,-5,1,-1.8
COC(=O)c1sccc1-n1cccc1C(=O)N1CCOCC1,3,-4,13,-1.1,-6,-7,0.9,3.5,-3,1,-0.6
CCC(=O)N1CCN=C1SCc1ccccc1Cl,7,-2,12,0.1,2,-22,2.0,3.3,3,-1,0.7
CCc1sc(N(C(=O)Cc2ccccc2)c2ccccc2)nc1-c1ccccc1,0,-1,-12,1.0,-6,-33,1.9,-2.1,-3,-4,1.0
O=C(O)CC1(CC(=O)N2CCN(CCO)CC2)CCCC1,-5,5,3,-0.5,-10,13,4.9,1.2,-4,-2,-1.5
O=S(=O)(CCSc1nc2ccccc2s1)c1nc2ccccc2s1,-7,-8,-5,3.6,-4,18,-0.1,1.4,3,12,.
Cc1nn(CCc2n[nH]c(=S)n2C2CCCCC2)c(C)c1Br,0,-1,-3,-0.4,2,-37,2.2,2.0,-2,1,-1.8
Cc1cc(NC(=O)C(C)SCC(=O)Nc2ccccc2OC(F)F)no1 (stereo not drawn),3,-7,-6,1.9,-7,15,5.1,-0.2,11,-2,-0.1
Cc1ccc(C(=O)OCC(=O)NCCc2ccccc2)cc1S(=O)(=O)N1CCOCC1,4,-14,117,1.1,1,-10,7.5,-0.9,-4,-1,2.7
COc1ccc(C2=NOC(C(=O)Nc3ccc(C(C)=O)cc3)C2)cc1OC (stereo not drawn),0,-2,-1,-1.9,-7,22,3.1,3.6,-2,0,-0.8
Fc1ccc(CN2CCSCC2)cc1Br,1,0,-4,0.4,-8,-7,0.2,-0.5,15,-3,-1.2
Clc1ccc(CNCCC2=CCCCC2)cc1,-1,-7,54,1.3,1,1,3.2,4.2,0,2,0.8
OC(CN1CCN(Cc2ccccc2)CC1)c1ccccc1 (stereo not drawn),3,7,20,0.4,0,-7,4.6,3.9,3,-1,1.6
COc1cc2oc(=O)cc(-c3ccc(-c4ccc(CO)cc4)cc3)c2c(OC)c1OC,-1,2,.,-1.2,4,4,1.7,0.6,6,-3,0.7
O=C(OCc1ccccc1)c1cccnc1Cl,0,-5,-5,-0.1,9,41,2.3,-0.1,-5,-2,1.9
Cc1ccc(C2C(C(=O)O)c3ccccc3C(=O)N2C)o1 (stereo not drawn),2,15,110,1.7,-10,-5,-0.6,0.9,-5,1,3.2
Cc1cc(C)c2c(N)c(S(=O)c3ccc(C(C)(C)C)cc3)sc2n1 (stereo not drawn),-2,-3,-3,-0.4,-13,17,-0.8,2.6,0,-4,1.1
Cc1nn(C)cc1-c1cc(C(=O)O)c2ccccc2n1,1,-1,8,0.2,4,-2,2.9,4.5,-6,0,-1.3
Cc1ccc(C(=O)N2CCN(Cc3ccccc3)CC2)cc1S(=O)(=O)N1CCOCC1,-2,11,.,.,-6,4,3.5,.,0,0,-0.6
COc1ccc(Nc2nc(N3CCN(S(=O)(=O)N(C)C)CC3)nc3ccccc23)cc1,4,-6,-9,0.6,2,-10,4.0,0.0,0,1,-0.4
c1ccc(OCCn2cnc3ccccc32)cc1,-2,-5,1,-0.5,-7,-11,2.2,-0.9,-1,-1,-1.1
CC(C)C(=O)Nc1ccc(C(=O)NNC(=O)c2cccs2)cc1,-2,-1,7,0.3,-5,4,0.4,-1.0,-2,0,0.3
COc1cccc(C2C(C(=O)c3cccs3)=C(O)C(=O)N2CCN(C)C)c1OC (stereo not drawn),1,-2,-17,-0.9,-5,-50,2.6,-0.3,-1,-3,3.0
CCOc1cc(/C=N/NC(=O)CSc2nncn2C)ccc1OCc1ccccc1,-3,-2,11,-1.0,2,8,3.0,1.3,-3,-1,-3.1
Nc1nnc(COc2ccc(Br)cc2Br)s1,2,-5,+,2.2,2,8,0.6,0.2,-4,-2,1.9
COCCn1cc(C(=O)NCCCOC(C)C)c2c3ccccc3n(C)c2c1=O,-1,1,-17,0.8,2,3,2.1,0.2,-4,0,0.6
CC(C)N(Cc1ccccc1)C(=O)C1CCN(c2ncnc3c2nc2n3CCCCC2)CC1,2,6,-3,-2.6,-8,23,5.4,0.7,15,0,-0.4
O=C(Nc1cccc2ccccc12)NC1CCS(=O)(=O)C1 (stereo not drawn),-6,-6,-7,0.4,7,14,2.3,2.9,-5,0,-0.8
CC(C)CCN1CCN(C/C=C/c2ccco2)CC1CCO (stereo not drawn),0,-8,6,-1.0,-11,-1,2.7,-2.6,-3,1,-0.4
Cc1ccc(C(=O)N2CCC(n3nccc3NC(=O)Nc3cccc(F)c3)CC2)cn1,-1,-9,-3,-0.8,-16,-3,-0.3,2.7,3,1,1.6
O=C1Nc2ccc(Br)cc2C12OCCO2,-3,-3,-4,-1.3,-17,-22,2.5,-1.2,-2,1,0.6
COc1ccc(CCCNC(=O)C2CCC(=O)N(CC3CCCCC3)C2)cc1 (stereo not drawn),1,-14,-20,0.3,-4,2,-0.6,-0.2,14,-1,-0.7
Cc1cc(C)cc(NC(=O)Cn2nnc(C(=O)NCc3ccc4c(c3)OCO4)c2N)c1,4,2,1,-1.2,-1,-4,2.5,2.7,4,1,-3.4
Cc1ccc(C)c(CS(=O)(=O)c2cn(CC(=O)N3CCCCC3)c3ccccc23)c1,3,-7,-5,-2.3,-1,-31,3.2,1.5,3,-3,-0.6
COC(=O)/C=C1\C(=O)N(c2nc3ccccc3s2)C(=S)N1c1ccc(F)cc1,-4,0,-12,-2.5,-5,8,1.3,1.5,14,1,-1.8
C#CCOc1ccc(/C=C2/C(=O)ON=C2C)cc1Br,-3,-2,94,0.7,-3,9,1.1,1.5,-3,3,1.2
CCC(/C=N/NC(=O)C(N)=O)CC,-3,7,7,-0.5,4,9,0.1,0.8,-1,1,-4.1
Cc1ccc2cc(C(c3nnnn3C(C)(C)C)N3CCCCCC3)c(=O)[nH]c2c1 (stereo not drawn),0,-9,-6,1.3,7,0,.,6.0,0,-1,0.0
CC(C)OCCCNC(=O)CCc1nc(-c2ccccc2)no1,-3,9,2,-0.6,-10,-5,2.0,-0.9,-6,-1,0.4
